Source: PubChem
SKN-1 block – blocks SKN-1 activity in C. elegans. inhibition, % at 21.8 µM. AID 624304. C. elegans VP596 Pgst-4::GFP/RFP ratio, acrylamide-induced, 24 h. 360,000 compounds, 0.49% hits;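 active = interference check ratio from 0.5 to 1.5 plus GFP to RFP signal ratio inhibition reaching or exceeding a fixed threshold, cut at about 30% in these data, passing the limit was not always enough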; note: some compounds called inactive have numbers as strong as hits
Neddylation inh – blocks human cullin neddylation. TR-FRET cullin neddylation, biochemical. calls only at 25 µM. 360,000 compounds, 0.58% hits. AID 651699; in the data active = inhibition above about 36%
TbMetRS inhib – Trypanosoma brucei MetRS inhibition | purified T. brucei MetRS, ATP depletion, Kinase-Glo luminescence | 360,000 compounds, 0.4% hits | inhibition, % at 11.9 µM;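 active = inhibition above a per-plate cutoff of the control wells' mean inhibition plus 3 SD, cut at about 5.5% in these data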;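 note: 0% = DMSO wells median and 100% = median of wells with control inhibitor compound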
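Dosing: 11.9 µM compound single dose, 0.9% DMSO; Assay system: purified T. brucei MetRS enzyme; Measured by: Kinase-Glo luciferase luminescence reporting remaining unconsumed ATP; Schedule: 15 min plus 2 h at 25 °C.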
SUMO1 PPI mod – alters human SUMO1 binding to SIM partners; P63165; SUMO1 binding to a labelled peptide, TR-FRET, 1 h; inhibition, % at 20 µM; 360,000 compounds, 0.33% hits; in the data active = inhibition above about 37%
Target sequence (P63165 whole entry, looked up): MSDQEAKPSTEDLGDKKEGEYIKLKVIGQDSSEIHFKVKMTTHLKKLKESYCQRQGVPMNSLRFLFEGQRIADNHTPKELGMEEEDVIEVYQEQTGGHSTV
Scp1 inh – blocks human Scp-1 phosphatase activity; Recombinant Scp1, phosphopeptide, malachite green phosphate absorbance; inhibition, % at 20 µM; 340,000 compounds, 0.88% hits;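 active = inhibition above about 50% at 20 µM, limit read from the data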;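 note: plate controls were DMSO wells with enzyme for no effect and wells lacking enzyme for full effect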
Target sequence (Q9GZU7 76-261 limits assumed): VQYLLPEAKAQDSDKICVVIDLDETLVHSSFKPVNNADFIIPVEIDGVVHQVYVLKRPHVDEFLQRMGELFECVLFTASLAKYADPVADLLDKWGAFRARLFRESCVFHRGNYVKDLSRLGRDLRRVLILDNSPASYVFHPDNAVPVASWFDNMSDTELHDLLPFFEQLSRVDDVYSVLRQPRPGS
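Incubation: 45 min enzyme reaction at room temperature / System: truncated SCP-1 phosphatase (76-261aa) / Reagent: Phospho 17-mer peptide substrate / Buffer or medium: Acidic Tris acetate buffer with magnesium and detergent / Signal: absorbance at 630 nm / Doses: one concentration, 20 µM, with 1.0% DMSO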
DNMT1 block – inhibitors of human DNMT1 | P26358 | DNMT1 molecular beacon, Hinp1I cleavage, fluorescence | inhibition (reported as % activation of signal), % at 10 µM | 360,000 compounds, 0.83% hits; in the data active = inhibition above about 50%
NRP1-CendR mod – alters CendR peptide binding to human NRP-1; AID 602438; O14786; 360,000 compounds, 0.85% hits; FAM-RPARPAR peptide binding to NRP-1, fluorescence polarization; inhibition, % at 25 µM;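 active = inhibition or corrected inhibition above about 18%, plus a signal ratio from 0.5 to 1.5, limit read from the data, passing the limit was not always enough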; note: strong numbers were not always called active
STEP inh – blocks human striatal-enriched tyrosine phosphatase | inhibition, % at 20 µM | 360,000 compounds, 0.25% hits | recombinant STEP, OMFP fluorogenic substrate, fluorescence;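 active = inhibition at 20 µM, scaled per plate between control wells, above about 37%, limit read from the data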;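 note: 0% = DMSO with enzyme and substrate and 100% = substrate only without enzyme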
Target sequence (P54829 whole entry, looked up): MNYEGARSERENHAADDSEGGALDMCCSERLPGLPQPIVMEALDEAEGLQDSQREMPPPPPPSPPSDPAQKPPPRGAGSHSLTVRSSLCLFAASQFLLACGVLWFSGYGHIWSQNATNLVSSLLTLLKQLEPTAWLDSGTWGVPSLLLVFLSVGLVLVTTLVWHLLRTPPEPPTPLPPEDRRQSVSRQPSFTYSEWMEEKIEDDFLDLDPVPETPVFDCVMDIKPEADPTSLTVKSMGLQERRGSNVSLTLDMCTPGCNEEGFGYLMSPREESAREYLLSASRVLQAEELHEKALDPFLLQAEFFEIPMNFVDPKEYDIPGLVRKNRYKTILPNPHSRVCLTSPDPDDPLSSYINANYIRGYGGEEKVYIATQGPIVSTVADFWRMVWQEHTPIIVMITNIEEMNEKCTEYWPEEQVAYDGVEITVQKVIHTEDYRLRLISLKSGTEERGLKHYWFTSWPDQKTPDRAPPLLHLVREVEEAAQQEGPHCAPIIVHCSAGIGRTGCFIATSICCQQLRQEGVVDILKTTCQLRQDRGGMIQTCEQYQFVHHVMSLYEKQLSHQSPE
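System: STEP phosphatase, cell-free reaction; Buffer or medium: Bis-Tris pH 6.0 buffer with DTT, detergent; Incubation: 20 min at room temperature, dark; Measured by: fluorescence, 480/540 nm.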
NadD inh – blocks S. aureus nicotinate mononucleotide adenylyltransferase. purified NadD enzyme, colorimetric absorbance read-out. inhibition, % at 20 µM. 360,000 compounds, 0.78% hits; in the data active = inhibition above about 26%; note: some compounds past the cut are filed as inactive
LMPTP block – LMPTP (human) inhibition; recombinant LMPTP-A, OMFP fluorogenic substrate, fluorescence intensity; inhibition, % at 20 µM; 360,000 compounds, 0.22% hits; AID 651560;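 active = compounds that cut the enzyme signal by at least half of the control window in the single-dose screen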;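 note: plate controls were DMSO wells with enzyme plus substrate for no effect and substrate without enzyme for full effect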
Target sequence (P24666 whole entry, looked up): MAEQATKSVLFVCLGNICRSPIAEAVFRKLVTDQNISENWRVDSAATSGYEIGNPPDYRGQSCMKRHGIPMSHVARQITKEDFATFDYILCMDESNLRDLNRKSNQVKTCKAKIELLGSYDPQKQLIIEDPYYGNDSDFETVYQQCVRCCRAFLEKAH
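Assay system: LMPTP-A phosphatase enzyme | Input: 0.625 nM enzyme | Also added: Fluorogenic phosphatase substrate OMFP at 400 µM final | Compound dosing: One test concentration per compound, 20 µM, with 3% DMSO overall | Schedule: 50 min enzyme reaction at room temperature, protected from light | Signal: Fluorescence intensity | Benchmarks: no-enzyme and uninhibited controls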
An asterisk follows results filed as active; i = inactive; x = not tested or not shown.

A first look (3 entries):
SMILES	SKN-1 block	Neddylation inh	TbMetRS inhib	SUMO1 PPI mod	Scp1 inh	DNMT1 block	NRP1-CendR mod	STEP inh	NadD inh	LMPTP block
CC1CCCC(C)N1C(=O)c1ccc(S(=O)(=O)NCc2ccco2)cc1 (stereo unspecified)	-4	i	0.1	4	-3	-2	2	-1	0	-0.6
O=C(C=Cc1ccccn1)c1ccccc1O	-1	i	-0.4	9	-5	-1	13	0	3	-1.8
Cc1ccccc1-c1nnnn1C1CCS(=O)(=O)C1 (stereo unspecified)	-1	i	-0.7	1	-4	9	4	2	-1	-1.0

Main list, from the first entry:
SMILES	SKN-1 block	Neddylation inh	TbMetRS inhib	SUMO1 PPI mod	Scp1 inh	DNMT1 block	NRP1-CendR mod	STEP inh	NadD inh	LMPTP block
CC1CCCC(C)N1C(=O)c1ccc(S(=O)(=O)NCc2ccco2)cc1 (stereo unspecified)	-4	i	0.1	4	-3	-2	2	-1	0	-0.6
O=C(C=Cc1ccccn1)c1ccccc1O	-1	i	-0.4	9	-5	-1	13	0	3	-1.8
Cc1ccccc1-c1nnnn1C1CCS(=O)(=O)C1 (stereo unspecified)	-1	i	-0.7	1	-4	9	4	2	-1	-1.0
CC1(C(=O)NS(=O)(=O)c2ccc(F)cc2F)CCN1C(=O)c1ccccc1 (stereo unspecified)	3	i	-0.1	16	x	-5	-9	2	4	-1.5
Cc1ncc(C(=O)Nc2ccccc2)[nH]1	8	i	-0.4	0	-5	3	-2	1	-4	-0.8
CC(=O)c1ccccc1NC(=O)C1CCCN(C(=O)c2ccc(Cl)cc2)C1 (stereo unspecified)	8	i	-0.2	2	-2	2	0	0	0	-0.5
O=C(c1cc(-c2ccccc2)n[nH]1)N1CCc2c([nH]c3ccccc23)C1c1ccccn1 (stereo unspecified)	-12	i	0.5	-3	3	-4	1	-3	20	4.3
Cc1ccc(-c2nn(Cc3ccccc3)cc2/C=C/C(=O)O)cc1	16	i	-0.4	-6	-1	1	5	-3	-2	-1.2
C/C(=N/NC(=O)c1cc(C)[nH]n1)c1ccncc1	-3	i	-0.1	-4	4	-3	7	0	0	-1.1
CCOc1ccccc1CN1CCN(C2CCSCC2)CC1CCO (stereo unspecified)	1	i	-0.7	0	-10	-2	0	-2	-5	-0.2
CCOC(=O)C(CCCCCOc1ccccc1[N+](=O)[O-])C(=O)OCC	7	i	-0.6	-6	-15	8	20	1	-11	0.7
COCCCNC(=S)Nc1ccc(C)cc1[N+](=O)[O-]	-4	i	-0.6	3	-6	-3	6	0	-1	0.8
O=C(Nc1nc2c(s1)CCCC2)c1cccnc1	8	i	-2.1	1	9	3	21	-1	6	-0.3
O=C(NCc1ccccc1)c1ccc(S(=O)(=O)N2CCCc3ccccc32)cc1	4	i	-1.4	0	-18	-8	6	0	-7	2.9
CN(C)c1ccc(CN(Cc2ccco2)C(=O)c2ccco2)cc1	2	i	-0.6	-3	6	-4	6	3	-3	2.2
COC(=O)c1sc(S(=O)(=O)N2CCN(c3ccccc3F)CC2)c(C(=O)OC)c1C	2	i	-0.3	-2	-18	7	8	1	-4	0.7
Cc1ccc(NC(=O)c2cnccn2)nc1	8	i	0.3	-1	-6	1	10	-2	1	0.3
COc1ccc(NC(=O)c2sc3ncn(CC(=O)N4CCCCC4)c(=O)c3c2C)cc1OC	2	i	0.1	2	-6	-3	6	-1	10	1.8
O=C(c1ccc(Cl)cc1)c1cnc(Nc2ccccc2Cl)s1	32	i	-0.1	0	-5	34	-4	1	0	1.7
CCOC(=O)c1csc(NC(=O)COc2ccc(Cl)cc2Cl)n1	7	i	-0.6	-2	-8	4	-2	0	-8	1.0
COc1cccc(N2CCN(C(=O)/C=C/c3ccco3)CC2)c1	-12	i	0.4	-3	-1	-3	19	6	3	1.4
O=S(=O)(c1ccccc1)N1CCN(S(=O)(=O)c2ccccc2)C1	21	i	-1.1	-2	-7	-1	-5	-5	-7	-1.7
O=C(CSc1ccccc1F)NCC1(N2CCCCC2)CCCCC1	-3	i	-0.1	-6	0	3	-12	-3	-4	-0.8
COc1cc(C(=O)N2CCN(Cc3ccccn3)CC2)cc(OC)c1OC	6	i	-0.6	5	-7	-2	-15	-3	-1	-3.1
CCC(=O)NCc1ccc2[nH]c(C)cc2c1	8	i	-0.4	-15	3	-9	9	-1	3	1.3
CCn1c(SCC(=O)Nc2ccc(N3CCOCC3)cc2)nnc1-c1ccc(OC)cc1	7	i	-0.5	0	3	4	4	0	3	-0.8
NCCOc1ccc(C23CC4CC(CC(C4)C2)C3)cc1	5	i	-0.6	-2	13	6	3	2	5	-3.1
COc1cc(-c2nnc3sc(Cc4ccc(Cl)cc4)nn23)cc(OC)c1OC	7	i	0.3	4	-9	-9	-20	13	1	3.3
CCN(Cc1ccccc1)C(=O)c1cccc(S(=O)(=O)N2CCN(c3ccc(F)cc3)CC2)c1	-9	i	-0.4	-14	-10	-5	2	1	-6	-4.8
COCCn1c(C)cc(C(=O)COC(=O)C2CC(=O)N(CCc3ccc(OC)c(OC)c3)C2)c1C (stereo unspecified)	6	i	-0.5	0	-3	-4	4	1	2	-0.6
CC1CN(Cc2cc(=O)n3ccsc3n2)CC(C)O1 (stereo unspecified)	-32	i	-1.5	-1	-9	4	7	0	-6	-2.6
COc1cc(/C(C)=N/NC(=S)NC(C)C)cc(OC)c1OC	-6	i	-0.1	-2	2	6	5	-2	3	-1.7
Cc1c(N2C(=O)/C(=C\c3ccccc3O)SC2=S)c(=O)n(-c2ccccc2)n1C	15	i	-0.6	1	-14	0	5	9	10	0.7
O=C(Cc1ccc(Br)cc1)NCCc1ccc(F)cc1	-3	i	-0.9	-1	-7	-2	2	-2	2	-0.1
CCCn1nnnc1NCc1ccc(OC)cc1OC	15	i	-0.5	-3	-3	1	0	2	-8	-0.1
CCS(=O)(=O)N1CCCC(C(=O)NCC2CCCO2)C1 (stereo unspecified)	1	i	0.2	4	-2	0	-7	0	4	-1.0
O=C(c1ccccc1S(=O)(=O)NCC(O)COc1ccc([N+](=O)[O-])cc1)N1CCCCC1 (stereo unspecified)	2	i	0.5	-8	1	-2	10	-2	-4	0.0
CC(C)CC(=O)NCCCCc1ccccc1	0	i	-0.7	-2	-3	3	-8	2	-3	-0.9
O=[N+]([O-])c1ccc(N2CCSCC2)cc1	13	i	-0.1	-20	-2	0	-2	1	-6	-0.3
O=C(O)CCCCOn1ccnc1	2	i	-0.3	2	-7	2	4	-1	2	-0.2

Profiles from above. Screens in order: SKN-1 block, Neddylation inh, TbMetRS inhib, SUMO1 PPI mod, Scp1 inh, DNMT1 block, NRP1-CendR mod, STEP inh, NadD inh, LMPTP block
Cc1c(N2C(=O)/C(=C\c3ccccc3O)SC2=S)c(=O)n(-c2ccccc2)n1C across the screens: 15, i, -0.6, 1, -14, 0, 5, 9, 10, 0.7
CCC(=O)NCc1ccc2[nH]c(C)cc2c1 across the screens: 8, i, -0.4, -15, 3, -9, 9, -1, 3, 1.3
CCn1c(SCC(=O)Nc2ccc(N3CCOCC3)cc2)nnc1-c1ccc(OC)cc1 across the screens: 7, i, -0.5, 0, 3, 4, 4, 0, 3, -0.8
CC(C)CC(=O)NCCCCc1ccccc1 across the screens: 0, i, -0.7, -2, -3, 3, -8, 2, -3, -0.9

(next part)
SMILES	SKN-1 block	Neddylation inh	TbMetRS inhib	SUMO1 PPI mod	Scp1 inh	DNMT1 block	NRP1-CendR mod	STEP inh	NadD inh	LMPTP block
COc1cccc(NC(=O)CN(C)CC(=O)Nc2ccc(Br)cc2)c1	3	i	11*	-19	-5	-2	-13	-2	-7	-1.0
COc1cccc(/C=N/NC(=O)c2nnn(-c3nonc3N)c2C(C)C)c1OCc1ccc(F)cc1	11	i	0.3	3	-6	-10	12	1	4	6.4
CCCOP(=O)(c1ccc(N(C)C)cc1)C(O)c1cc(OC)ccc1OC (stereo unspecified)	0	i	-0.2	5	-10	-1	6	-1	-3	-0.2
COc1ccccc1C1=NOC(COC(=O)c2ccc(Br)cc2)C1 (stereo unspecified)	1	i	-1.6	0	-4	-3	-7	0	-2	0.1
Cc1nn(-c2ccccc2)c(C)c1C(=O)OCC(=O)N(C)c1ccccc1	-4	i	-0.4	4	-7	4	1	3	0	-1.3
O=C(Nc1ccccc1)N(CCN1CCOCC1)Cc1ccccc1F	3	i	0.0	3	-3	1	-2	-2	0	-1.3
Cn1nc(C(=O)Nc2ccc(S(=O)(=O)N3CCCC3)cc2)ccc1=O	6	i	0.1	-6	-5	3	12	0	-1	-0.6
COc1cc(NC(=O)CCc2c(C)nn(-c3ccc(N4CCOCC4)nn3)c2C)cc(OC)c1OC	18	i	-0.2	-1	-2	0	-9	2	-11	0.2
COc1ccc(CNC(=O)COC(=O)c2sccc2C)cc1OC	-5	i	0.0	6	-10	1	-1	1	1	0.4
O=C(CCNc1n[nH]c(=O)[nH]c1=O)N/N=C/c1ccc(C(F)(F)F)cc1	-7	i	-0.7	-7	-6	-2	4	0	-4	1.1
Cc1cccc(-c2nc3cc(NC(=O)C4CCCO4)ccc3o2)c1 (stereo unspecified)	9	x	-0.6	3	-8	0	4	2	-6	-0.3
COC(=O)Cn1c(=O)c(=O)n(CC(=O)OC)c2ccccc21	-16	i	-0.2	-2	-5	3	-10	-2	-6	-1.5
Cc1ccc(N(CC(=O)NCc2ccc(F)cc2)C(=O)c2ccco2)cc1C	13	i	-0.1	1	0	0	14	0	5	0.2
O=C(Nc1ccccc1N1CCCC1)C1CCN(S(=O)(=O)c2ccc(F)cc2)CC1	1	i	-0.1	1	-3	0	5	2	-5	2.7
O=S(=O)(c1ccc(Cl)nc1)N1CCc2ccccc21	7	i	0.3	-1	-11	4	-1	0	0	-0.9
COc1cccc(NC(=O)CN(C)C(=O)CSC(=S)N2CCCC2)c1	-8	i	-0.5	0	-4	1	19	-2	-2	-0.8
C(=Nn1cnnc1)c1ccc2c(c1)CCC2	0	i	-0.1	-4	x	3	2	-1	-2	-1.6
CCOc1ccc(Nc2c3ccccc3nc3ccccc23)cc1	9	i	0.3	-24	1	48	1	0	-7	34
O=S(=O)(NCCc1ccncc1)c1cc(Br)ccc1F	-3	i	-0.3	1	12	1	12	2	0	-2.9
Cc1cc(C(C#N)c2ccccc2)n2ncnc2n1 (stereo unspecified)	2	i	-1.2	-12	-8	1	-7	-3	2	-1.0
COc1ccc(OCC(=O)Nc2ccc(S(=O)(=O)N(C)c3ccccc3)cc2)cc1	0	i	0.3	-4	-16	-3	0	-1	-11	3.9
CN(Cc1cnn(-c2ccc(F)cc2)c1)C(=O)[C@H]1O[C@@H](n2cnc3c(N)ncnc32)[C@H](O)[C@@H]1O	-6	i	-0.8	-1	x	-1	12	0	-5	-1.8
O=C(COC(=O)c1ccccc1)c1ccc2c(c1)OCCO2	-7	i	-0.3	1	-9	-4	-7	0	-7	0.7
C/C(=N/Nc1nc(-c2ccccc2F)nc2ccccc12)c1ccccc1O	7	i	-0.3	-11	-3	-1	4	0	3	4.5
